# Compound activity deposited in PubChem by several laboratories.
# TRPC4 act: opens the mouse TRPC4 cation channel. AID 2237. HEK293 TRPC4beta/mu-opioid, Fluo4 calcium fluorescence; hits give high values. Q9QUQ5. hit rate 0.49% among 310,000. B-score at 10 µM;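 active = B-score above 5 SD of library B-scores, and initial fluorescence ratio not above library mean plus 5 SD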;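 note: positive B-score marks a calcium rise read as TRPC4 activation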
# Target sequence (Q9QUQ5 whole entry, looked up): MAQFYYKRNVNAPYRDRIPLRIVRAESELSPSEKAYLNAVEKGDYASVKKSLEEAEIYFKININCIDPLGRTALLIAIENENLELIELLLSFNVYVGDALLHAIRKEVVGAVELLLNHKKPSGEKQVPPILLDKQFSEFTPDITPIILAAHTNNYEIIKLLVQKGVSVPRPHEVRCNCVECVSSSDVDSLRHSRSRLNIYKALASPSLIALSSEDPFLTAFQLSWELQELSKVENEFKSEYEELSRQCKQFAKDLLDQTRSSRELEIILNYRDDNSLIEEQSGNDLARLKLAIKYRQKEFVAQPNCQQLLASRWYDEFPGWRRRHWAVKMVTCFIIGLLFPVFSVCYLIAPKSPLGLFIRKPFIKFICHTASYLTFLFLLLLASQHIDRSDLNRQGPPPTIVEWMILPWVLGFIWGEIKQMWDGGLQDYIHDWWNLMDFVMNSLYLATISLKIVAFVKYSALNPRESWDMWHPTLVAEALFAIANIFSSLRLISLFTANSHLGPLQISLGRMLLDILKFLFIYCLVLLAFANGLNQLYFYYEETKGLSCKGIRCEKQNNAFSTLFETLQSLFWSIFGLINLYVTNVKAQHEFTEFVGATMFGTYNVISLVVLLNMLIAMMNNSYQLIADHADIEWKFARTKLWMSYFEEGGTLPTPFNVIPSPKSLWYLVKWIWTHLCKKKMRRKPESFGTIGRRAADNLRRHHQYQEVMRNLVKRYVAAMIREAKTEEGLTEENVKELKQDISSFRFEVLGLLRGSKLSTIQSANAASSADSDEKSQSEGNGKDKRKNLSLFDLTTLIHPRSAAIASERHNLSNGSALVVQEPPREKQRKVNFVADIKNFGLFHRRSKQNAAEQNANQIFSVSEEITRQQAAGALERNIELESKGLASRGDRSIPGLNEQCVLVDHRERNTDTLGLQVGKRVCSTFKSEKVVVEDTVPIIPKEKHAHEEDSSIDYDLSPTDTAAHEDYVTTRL
#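 system = HEK293 cells stably co-expressing mouse TRPC4beta and mu-opioid receptor | schedule = Fluo4 dye loading 45 min at room temperature, 110 s recording | measure = B-scored integrated calcium fluorescence ratio | signal = Fluo4 calcium-sensitive dye fluorescence, kinetic, 1 Hz baseline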
# ANO1 block: inhibitors of mouse TMEM16A calcium-activated chloride channel; AID 588511; hit rate 1.2% among 310,000; Q8BHY3; normalized B-score (activity score, 25-100; higher = stronger inhibition) at 10 µM; HEK293 TMEM16A/YFP iodide influx fluorescence, ionomycin;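 active = ratio plate-corrected score three or more library SD toward inhibition, starting fluorescence score within five deviations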;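 note: score derived from kinetic fluorescence span divided by baseline fluorescence per well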
# TMEM16A act: activators or potentiators of mouse TMEM16A chloride channel; Q8BHY3; HEK293 TMEM16A/YFP-H148Q/I152L, iodide quench fluorescence; hits give low values; B-score at 10 µM; hit rate 0.3% among 340,000; AID 623877;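 active = fluorescence-ratio B-score plate-corrected deviation score at least 3 library SD below zero, with starting fluorescence score within 5 deviations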;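 note: channel opened by trigger with iodide after compound preincubation; score built on the fluorescence ratio of max minus min over baseline; more negative score means more quench and so TMEM16A activation or potentiation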
# KCNQ1 pot: potentiates or activates the human KCNQ1 potassium channel; hit rate 0.35% among 310,000; CHO-K1 KCNQ1, thallium flux FluxOR fluorescence; hits give high values; B-score at 10 µM; P51787;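 active = fluorescence ratio B-score, a plate-corrected score, at least three library SD, with initial intensity B-score within 5 SD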
#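 Medium – assay buffer, equal DMSO in all wells · Material – CHO-K1 cell line with stable KCNQ1 potassium channel expression · Signal – kinetic FluxOR thallium fluorescence, 10-s 1-Hz baseline, 110-s post-stimulus read · Compound – single concentration per compound, DMSO matched to controls · Schedule – 37 °C overnight plating, 90-min dark dye load, 20-min compound pretreatment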
# HDAC3 inh: blocks human histone deacetylase 3; recombinant HDAC3, fluorogenic peptide/trypsin coupled, fluorescence; inhibition, % at 8.3 µM; hit rate 0.15% among 320,000; AID 2718; in the data active = inhibition above about 26%, passing the limit was not always enough
# hERG rescue: compounds protecting human hERG from proarrhythmic drug block. CHO-hERG, FluxOR thallium flux, dofetilide IC70 present. hit rate 0.51% among 310,000. activation (rescue from dofetilide block), less the hit threshold, % at 10 µM;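 active = activation above the mean of controls blocked by dofetilide plus 5 SD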;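 note: thallium influx through hERG after potassium depolarization seen as dye fluorescence rise; in these data hits start at about 4.7%; inactives centre near -7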
# KCNK3 inh: human KCNK3 channel inhibition, primary screen; O14649; CHO-KCNK3 thallium flux, FluxOR fluorescence; hits give low values; B-score at 10 µM; hit rate 0.84% among 340,000; AID 602410;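 active = B-score under library mean minus 4 SD, starting fluorescence ratio at most library mean plus 5 SD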;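 note: more negative B-score means stronger inhibition of thallium flux through KCNK3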
# TRPC4 PAM: allosterically enhances the mouse TRPC4 cation channel; hit rate 0.42% among 310,000; B-score at 10 µM; HEK293 TRPC4beta/mu-opioid, DAMGO EC20, Fluo-4 Ca2+ flux; hits give high values;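 active = B-score of calcium response area above 5 SD of library B-scores, with initial fluorescence ratio within 5 SD of library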;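 note: B-score of integrated fluorescence ratio over time as area under calcium response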
# KCNK9 block: blocks the human KCNK9 two-pore domain potassium channel. Q9NPC2. HEK293 KCNK9, FluxOR thallium flux fluorescence; hits give low values. B-score at 10 µM. hit rate 1.2% among 310,000. AID 488922;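 active = ratio B-score over 3 SD below the library mean, with starting fluorescence within 5 SD of its mean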;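 note: negative B-score means less thallium flux so channel inhibition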
# KCNQ1 block: inhibitors of human KCNQ1 potassium channel | AID 2642 | hit rate 1.3% among 310,000 | CHO-K1 KCNQ1, FluxOR thallium flux fluorescence; hits give high values | B-score at 10 µM;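 active = compounds whose thallium flux B-score, printed positive for inhibition, exceeds three library SD while starting fluorescence stays within three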;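 note: channel opened by potassium depolarization with thallium stimulus after 20 min compound exposure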
# DYRK1A inh: blocks rat Dyrk1A kinase activity; ADP-Glo luminescence, NFATc1 peptide; inhibition, % at 12.5 µM; hit rate 0.43% among 310,000; in the data active = inhibition above about 50%;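 note: plate controls were vehicle with enzyme for no effect and no enzyme for full effect; many of its hits are not listed in these tables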
# Starred values were filed as active, the others as inactive; i = inactive; . = no result given. The list is partial; count on the stated rates, not on these rows.
SMILES,TRPC4 act,ANO1 block,TMEM16A act,KCNQ1 pot,HDAC3 inh,hERG rescue,KCNK3 inh,TRPC4 PAM,KCNK9 block,KCNQ1 block,DYRK1A inh
COc1ccc(C2CC(=O)NC3=C2C(=O)CCC3)cc1Cl (centres undefined),i,i,i,i,-2.7,-10.2,i,i,i,i,-4.0
Cc1ccc(C)c(OCC(=O)NC2CCCCCC2)c1,i,i,i,i,2.3,-9.5,i,i,i,i,17.0
Nc1ccc(C(=O)OCCCc2nc3ccccc3[nH]2)cc1,i,i,i,i,2.8,-11.2,i,i,i,i,13.1
CCOC(=O)N1CCN(c2ccc(Cl)c(Cl)c2)CC1,i,i,i,i,-2.9,-16.8,i,i,i,i,7.2
c1ccc(CN2CCOCCOCCOCCOCC2)cc1,i,i,i,i,0.7,-3.0,i,i,i,i,.
O=C(N/N=C\c1ccncc1)c1ccc(Br)s1,i,i,i,i,-7.6,-13.4,i,i,i,i,17.5
O=C(CCn1cncn1)N1CCCC(N2CCN(c3cccc(C(F)(F)F)c3)CC2)C1 (centres undefined),i,i,i,i,-4.6,-0.7,i,i,i,i,4.8
C=CCSC1=N/C(=C\C=C\c2ccco2)C(=O)S1,i,i,i,i,7.9,-12.3,i,i,i,i,1.4
COc1cccc(CNc2ccccc2O)c1OCc1ccccc1F,i,i,i,i,-11.5,-4.8,i,i,i,i,-0.7
Cc1ccc(NC(=S)N2CCCC2)cc1,i,i,i,i,-4.2,-6.7,i,i,i,i,-1.3
O=C(CSc1ncnc2ccccc12)c1ccco1,i,i,i,i,40.3*,-9.4,i,i,i,i,4.2
Cc1cccc(CNC(=O)C2CCC(=O)N(C3CCCC3)C2)c1 (centres undefined),i,i,i,i,-3.3,-7.0,i,i,i,i,1.4
O=C(c1ccc(C(F)(F)F)n(Cc2ccc(Cl)cc2)c1=O)N1CCOCC1,i,i,i,i,8.8,-10.6,i,i,i,i,-5.3
Cc1cccc(NC(=O)/C=C/c2ccc3c(c2)OCO3)n1,i,i,i,i,1.1,-5.9,i,i,i,i,8.9
CCCNC(=O)c1ccccc1NC(=O)c1ccc2c(c1)NC(=O)C(C)S2 (centres undefined),i,i,i,i,4.2,-34.5,i,i,i,i,1.9
COc1cc(/C=C2\SC(=S)N(NC(=O)c3ccc(O)cc3)C2=O)ccc1O,i,i,i,i,-0.5,-11.5,i,i,i,i,-3.5
Cc1ccc(C2N(c3ccc(Cl)c(Cl)c3)C(=O)C3CCCN32)o1 (centres undefined),122*,i,i,i,3.8,-18.9,i,15*,i,i,1.2
CCCSC1=N/C(=C/c2ccsc2)C(=O)N1c1ccccc1,i,i,i,i,13.9,-2.0,i,i,i,i,0.7
COc1ccccc1C(=O)N(CCC1CCCN1C)c1nc2ccccc2s1 (centres undefined),i,i,i,i,2.8,-11.0,i,i,i,i,-2.2
CCCCCCn1c(NCC)nc2c1c(=O)[nH]c(=O)n2C,i,i,i,i,-2.8,-5.8,i,i,i,i,-1.5
CC(=O)Cn1ncc(N2CCOCC2)cc1=O,i,i,i,i,4.1,-9.0,i,i,i,i,5.6
CCOc1ccc(S(=O)(=O)Nc2ccc(C(=O)NCCCN3CCOCC3)cc2)cc1,i,i,i,i,-1.1,-9.8,i,i,i,i,-5.1
Cc1oc(=O)c(NC(=O)c2ccc(Cl)cc2)cc1C(=O)c1ccccc1,i,i,i,i,-0.5,-9.1,i,i,i,i,-6.1
COc1cccc(C(=O)N2CCN(C(=O)COc3ccc4ccccc4c3)CC2)c1,i,i,i,i,-7.5,-9.4,i,i,i,i,-8.9
CC(=O)c1ccc(OCC(=O)NCC2(N3CCCCC3)CCCCC2)cc1,i,i,i,i,0.9,-7.9,i,i,i,i,-5.8
# The listing continues:
SMILES,TRPC4 act,ANO1 block,TMEM16A act,KCNQ1 pot,HDAC3 inh,hERG rescue,KCNK3 inh,TRPC4 PAM,KCNK9 block,KCNQ1 block,DYRK1A inh
COc1ccccc1CNS(=O)(=O)c1ccc2c(c1)CC(=O)N2C,i,i,i,i,0.2,-6.5,i,i,i,i,-4.3
Cc1ccccc1S(=O)(=O)Nc1nc2ccccc2nc1NCCO,i,i,i,i,-11.0,-3.1,i,i,i,i,3.8
CC1(C)NC(=O)N(CC(O)COc2ccc(-c3ccc(C#N)cc3)cc2)C1=O (centres undefined),i,i,.,i,3.6,-11.6,i,i,i,i,-4.1
CC(=O)Nc1c(C)ccc(CNC(=O)COc2ccc(F)cc2)c1C,i,i,i,i,-3.3,-0.6,i,i,i,i,5.2
O=C(Nc1ccc(N2CCN(C(=O)c3cccs3)CC2)cc1)c1ccco1,i,i,i,i,1.3,-4.7,i,i,i,i,-0.2
Cc1cc(=O)oc2cc(OCC(=O)NCCN3CCOCC3)ccc12,i,i,i,i,-20.3,-12.3,i,i,i,i,-3.1
Cc1cccc(NC(=O)CN2C(=O)S/C(=C\c3ccc(-c4cccc(C(=O)O)c4C)o3)C2=O)c1,i,i,i,i,0.9,21.4*,i,i,i,i,-1.8
CC1Cc2ccccc2N1C(=O)c1cc2sccc2n1Cc1ccc(F)cc1 (centres undefined),i,i,.,i,2.8,-10.6,i,i,-9.82*,8*,1.0
CCc1ccc(N2C(=O)C3C4CCC(C4=C(C)C)C3C2=O)cc1 (centres undefined),i,i,i,i,-0.4,-4.9,i,i,i,i,1.2
CS(=O)(=O)N(CC(=O)Nc1ccc(CC#N)cc1)c1ccc(C23CC4CC(CC(C4)C2)C3)cc1,i,i,i,i,3.8,0.2,i,i,i,i,6.1
COc1ccc(CNC(=O)[C@@H]2CC=C[C@@H]3CCN(C4CCCCC4)C(=O)[C@@H]32)cc1,i,i,i,i,-5.3,-6.7,i,i,i,i,1.4
CCC1=NN(C(=O)Cc2ccc([N+](=O)[O-])cc2)C(O)(C(F)(F)F)C1 (centres undefined),i,i,i,i,6.2,-7.2,i,i,i,i,.
CCOC1=C/C(=C/c2c(N)n3nc(CC(=O)N4CCCC4)sc3nc2=O)C=CC1=O,i,i,i,i,-0.8,-4.8,i,i,i,i,2.4
CCOCCn1c(SC)nc2c1c(=O)[nH]c(=O)n2C,i,i,i,i,3.5,-12.7,i,i,i,i,-12.1
CCCCNC(=O)c1onc(CSc2cc(C)ccc2C)c1C(=O)O,i,i,i,i,0.8,-5.7,i,i,i,i,-0.3
Cc1cc(S(=O)(=O)N2CCOCC2)ccc1OCC(=O)N1CCC(C(N)=O)CC1,i,i,i,i,-6.7,-9.3,i,i,i,i,-7.5
Cc1cc(Cl)c(S(=O)(=O)N2CCSCC2)cc1OCC(N)=O,i,i,i,i,-1.9,-2.2,i,i,i,i,2.2
c1ccc(CNC23CC4CC(CC(C4)C2)C3)nc1,i,i,i,i,.,-13.4,i,i,i,i,-3.0
O=C(COC(=O)Cc1ccsc1)NCC1CCCCC1,i,i,i,i,2.9,-5.5,i,i,i,i,-4.3
CC(C)C(=O)Nc1ccc(NC(=O)c2cccnc2)cn1,i,i,i,i,0.4,-5.9,i,i,i,i,-2.3
COc1ccc(NC(=O)N2CCCCCC2)c(OC)c1,i,i,i,i,-1.1,-2.4,i,i,i,i,-4.9
CCN1CCN(C(=O)c2cc(=O)c3cc(C)ccc3o2)CC1,i,i,i,i,1.3,-0.5,i,i,i,i,3.9
COc1ccc(C[C@H]2CN3C(=NC[C@@H]3C(C)C)N2C[C@H](C)NC(=O)c2ccc(C)c(Br)c2)cc1,i,i,i,i,1.6,-20.4,i,i,i,i,3.4
CCOC(=O)C1=C(C)N=C2SC(C(=O)OC)=CC(=O)N2C1c1ccc(F)cc1 (centres undefined),i,i,i,i,0.3,-12.8,i,i,i,i,-1.5
C/C=N/N(c1ccccc1)c1ccccc1,i,.,i,i,.,-6.5,i,i,i,i,-9.2
# Remaining list, next part
SMILES,TRPC4 act,ANO1 block,TMEM16A act,KCNQ1 pot,HDAC3 inh,hERG rescue,KCNK3 inh,TRPC4 PAM,KCNK9 block,KCNQ1 block,DYRK1A inh
O=C(NCCc1ccccc1)c1cnc2sccn2c1=O,i,i,i,i,-2.7,-7.4,i,i,i,i,8.6
Cc1cc(C(=O)NC2=NCCS2)c2ccccc2n1,i,i,i,i,6.0,-10.9,i,i,i,i,4.7
CCOc1ccc(CNS(=O)(=O)c2ccc(-c3ccc(=O)[nH]n3)o2)cc1OC,i,i,i,i,2.1,-3.4,i,i,i,i,0.0
S=C(NCc1ccco1)N1CCC(c2nc3ccccc3o2)CC1,i,i,i,i,7.7,-7.6,i,i,i,i,-4.4
O=C(CN(c1ccc(Cl)c(Cl)c1)S(=O)(=O)c1ccccc1)N1CCc2ccccc2C1,i,i,i,i,10.0,-6.3,i,i,i,6*,7.9
COc1ccc(CN(C(=O)c2cc3ccccc3oc2=O)C2CCS(=O)(=O)C2)cc1 (centres undefined),i,i,i,i,-5.7,-9.7,i,i,i,i,-1.0
CCCn1c(N)c(C(=O)COC(=O)CCNS(=O)(=O)c2ccccc2F)c(=O)[nH]c1=O,i,i,i,i,-16.1,-5.0,i,i,i,i,18.2
Cc1cc(=O)oc(C)c1C(=O)OCC(=O)c1ccc(Cl)c(Cl)c1,i,i,i,i,14.0,0.1,i,i,i,i,.
COCCN(C(=O)CCC(=O)Nc1cc(C)on1)C(C(=O)NC(C)(C)C)c1ccc(OC)cc1 (centres undefined),i,i,i,i,-5.1,-7.1,i,i,i,i,5.3
Nc1nnc(C(F)(F)F)s1,i,i,i,i,5.4,-10.1,i,i,i,i,0.2
CC(C)c1ccccc1NS(=O)(=O)N(C)C,i,i,i,i,-7.9,-3.9,i,i,i,i,-0.1
CN(Cc1ccccc1)c1nc(N)nc(Cl)c1C=O,i,i,i,i,6.3,-10.0,i,i,i,i,.
CC(C)c1ccc(OC(=O)NCCO)cc1,i,i,i,i,3.6,-6.4,i,i,i,i,-1.6
O=C1c2ccccc2C(=O)N1c1ccc(Cl)cn1,i,i,i,i,1.2,-15.8,i,i,i,i,4.0
CC(=O)NC1C(=O)N=C(SCC(=O)Nc2ccc(C(F)(F)F)cc2Cl)NC1=O (centres undefined),i,i,i,i,14.4,-16.7,i,i,i,i,-3.7
COCCCNCCOCCOc1ccc(Cl)cc1C(C)(C)C,i,i,i,i,1.6,-12.8,i,i,i,i,7.6
